SMN2 splice enh = SMN2 splice variant enhancement. HEK293 SMN2-luciferase splicing reporter, luminescence, 30-36 h. Potency, µM (top dose mostly 46.1 µM), for inactives: at the highest dose activity change, positive = activation, actives largely listed as activators. 210,000 tested, 2.8% active. AID 1458; also: % of control where 0% means no effect; nearly all actives have a fitted effect of over 55% in size
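qHTS luciferase splicing reporter: luminescence rises when SMN2 exon 7 is included in transfected HEK293 cells. Compound exposure lasted 30-36 h at 37C, with 4.5 mM final sodium butyrate as control, followed by a ONE-Glo read.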
JMJD2E inh = JMJD2E (human) inhibition; B2RXH2; JMJD2E catalytic domain, FDH-coupled NADH fluorescence (FDH is formaldehyde dehydrogenase); Potency, µM (top dose mostly 57.1 µM), for the others: top-dose activity change, negative = inhibition, hits mostly inhibitors; 230,000 tested, 1.6% active; active = well fitted inhibition curve with a large enough effect, not every such curve was filed as active; inconclusive = small, poorly fitted or top-dose-only effect, or another doubt; inactive = no such curve, though single readings can be large or run the other way;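 also: 0% = wells with enzyme and -100% = buffer wells without enzyme; nearly all actives have a fitted effect of over 50% in size; many of its hits are not listed in these tables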
Target sequence (B2RXH2 1-337 limits assumed): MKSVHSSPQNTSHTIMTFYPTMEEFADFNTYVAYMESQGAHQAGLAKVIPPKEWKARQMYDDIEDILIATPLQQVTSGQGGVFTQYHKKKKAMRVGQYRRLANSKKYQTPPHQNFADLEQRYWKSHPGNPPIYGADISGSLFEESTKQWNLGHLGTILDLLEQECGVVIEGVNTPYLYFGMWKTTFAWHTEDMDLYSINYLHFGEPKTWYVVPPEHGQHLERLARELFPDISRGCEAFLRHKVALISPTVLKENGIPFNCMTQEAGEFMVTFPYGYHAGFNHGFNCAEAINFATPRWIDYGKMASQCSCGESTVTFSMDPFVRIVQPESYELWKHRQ
ALDH1A1 inh = blocks purified human ALDH1A1 activity | AID 1030 | 220,000 tested, 7.3% active | Potency, µM (doses to about 75.3 µM), without a hit: top-dose activity, negative = inhibition, usual class: inhibitors | P00352 | Purified ALDH1A1, NADH fluorescence, propionaldehyde substrate; active = well fitted inhibition curve with a large enough effect, not every such curve was filed as active; inconclusive = small, poorly fitted or top-dose-only effect, or another doubt; inactive = no such curve, though single readings can be large or run the other way;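 also: plate controls were no enzyme wells and a reference inhibitor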
TRb-SRC2 inh = disrupts binding of human TR beta to SRC2; 280,000 tested, 0.065% active; Potency, µM (doses to about 106 µM), without a hit: at the highest dose activity change, negative = inhibition, hits mostly inhibitors; TRbeta-SRC2 peptide binding, fluorescence polarization; receptor liganded with 1 µM T3; P10828; AID 1469;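 also: plate controls were bound peptide for no effect and peptide without receptor for full effect; nearly all actives have a fitted effect of over 50% in size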
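Compounds were added to 0.6 uM TRb ligand-binding domain and 20 nM Texas Red-labeled SRC2 peptide in Tris buffer containing 1 uM T3, incubated 5 hr at ambient temperature, then read by fluorescence polarization.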
GoLoco inh red = inhibitors of human Gai1-RGS12 GoLoco interaction (red fluorophore) | AID 880 | Potency, µM (top dose mostly 61.6 µM), for inactives: at the top dose activity, negative = inhibition, hits mostly inhibitors | 230,000 tested, 0.44% active | Gai1:RGS12 GoLoco peptide FP, rhodamine, 10 min; active = well fitted inhibition curve with a large enough effect, not every such curve was filed as active; inactive = no such curve, though single readings can be large or run the other way; also: % is scaled to controls: 0 for no effect and ±100 for the full control effect; nearly all actives have a fitted effect of over 30% in size; many of its hits are not listed in these tables
Target sequence (P63096 whole entry, looked up): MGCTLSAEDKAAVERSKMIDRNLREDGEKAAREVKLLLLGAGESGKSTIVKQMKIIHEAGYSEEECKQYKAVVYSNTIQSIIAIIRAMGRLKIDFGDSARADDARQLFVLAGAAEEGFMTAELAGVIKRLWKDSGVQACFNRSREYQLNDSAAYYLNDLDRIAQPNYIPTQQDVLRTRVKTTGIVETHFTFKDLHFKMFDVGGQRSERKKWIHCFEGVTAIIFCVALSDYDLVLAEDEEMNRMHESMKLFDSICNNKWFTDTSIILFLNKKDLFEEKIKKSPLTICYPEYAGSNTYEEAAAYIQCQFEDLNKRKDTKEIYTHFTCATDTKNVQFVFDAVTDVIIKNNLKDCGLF
TexasRed fluor = Texas Red fluorescence interference in TRb-SRC2 counter-screen. Potency, µM (top dose mostly 106 µM), for inactives: at the highest dose fluorescence change, negative = quenching. TRb/SRC2 Texas Red total fluorescence interference. 280,000 tested, 0.29% active; active = well fitted curve in either direction with a large enough effect; inconclusive = small, poorly fitted or top-dose-only effect; also: % is scaled to controls: 0 for no effect and ±100 for the full control effect
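Flags fluorescent or light-absorbing compounds by total fluorescence, S + 2P, at 555 nm excitation and 632 nm emission. Mixture: 20 nM Texas Red SRC2 peptide, 0.6 uM human TRb LBD, 1 uM T3, 5% DMSO; compound exposure 5 h at ambient temperature.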
RECQ1 inh = blocks DNA unwinding by human RECQ1; P46063; RECQ1 DNA unwinding, red fluorescence kinetic read; Potency, µM (highest dose often 57.3 µM), inactives show top-dose activity, negative = inhibition, usual class: inhibitors; 240,000 tested, 0.54% active;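 also: plate controls were vehicle for no effect and no enzyme for full effect; nearly all actives have a fitted effect of over 30% in size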
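RECQ1T1 50 nM; forked duplex (20 bp + 30-nt ss tails) 200 nM, ATP 2 mM final; pH 8.0, 2 mM MgCl2, 2.5 ug/ml poly(dI-dC); 15 min compound preincubation; discontinuous kinetic read over 2 h at RT.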
Lamin A splicing = LMNA splicing modulation; HeLa LMNA splicing GFP/RFP minigene ratio, 48 h; Potency, µM (doses to about 46.1 µM), for inactives: at the highest dose ratio change, negative = inhibition, actives largely listed as inhibitors; 200,000 tested, 0.01% active; active = well fitted inhibition curve with a large enough effect in the signal ratio, with a control signal flat, not every such curve was filed as active; inconclusive = small, poorly fitted or top-dose-only effect, or effect the other way, or a change in a side signal; the % refers to the signal ratio; also: % is scaled to controls: 0 for no effect and ±100 for the full control effect
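Read-out is the ratio of GFP to DsRed2 object intensity, acquired by 488 nm laser-scanning cytometry on HeLa lamin A-EGFP minigene reporter cells. Compound incubation 48 hrs at 37 °C in Opti-MEM with 2% FBS; DMSO 0.5% final.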
* marks the source's active call; other numbers are inactive results; i = inactive; ? = inconclusive; . = not tested or not shown; & = joins results of further samples; [ ] = remark or other dose. Unless noted, calls follow the shape of the dose curve; as a rule, active = well fitted curve in the direction sought with a large enough effect; inconclusive = small, poorly fitted or top-dose-only effect, or another doubt; inactive = no such curve, though single readings can be large; an effect the other way counts as inactive or inconclusive. Potency is read from the fitted curve at half-maximal effect. Some of the compounds tested (hit frequency here may not be typical).

molecule	Lamin A splicing	SMN2 splice enh	TexasRed fluor	RECQ1 inh	JMJD2E inh	TRb-SRC2 inh	ALDH1A1 inh	GoLoco inh red
COC(=O)c1ccc2c(=O)n(Cc3ccc(C(=O)NCCCN4CCC(C)CC4)cc3)c(=S)[nH]c2c1	.	11.5%	-3.1%	-2.2%	?	1.4%	?	10.9%
COc1ccc2c(c1)CCc1c(C(=O)Nc3c(C)nn(Cc4ccccc4)c3C)noc1-2	?	-12.6%&-64.5%	2.7%&2.5%	i	1.2%	-2.4%&2.3%	13.1%	24.4%
Cc1ccc(Cn2ncc3c(N4CCN(CCc5ccccc5)CC4)ncnc32)cc1	.	.	1.8%	-5.6%	-3.9%	1.3%	.	-0.2%
CC(C)CC(=O)NC(Nc1ccc([N+](=O)[O-])cc1)C(Cl)(Cl)Cl (stereo not given)	?	-49.9%[inhibitor]	-2.0%	-5.6%	0.1%	-2.2%	?	3.9%
O=S(=O)(Nc1ccc(-c2cn3ccsc3n2)cc1)c1ccc2c(c1)OCCO2	?	-11.4%	-2.5%	-9.7%	5.2%	2.0%	-16.3%	7.8%
COCC(C)NCC(=O)NC(C)CCc1ccccc1 (stereo not given)	-5.1%	-17.3%	-1.8%	1.8%	2.4%	10.2%	?	-2.8%
CCCCCC1CC(CC(=O)Nc2ccc([N+](=O)[O-])cc2)C(=O)O1 (stereo not given)	?	-2.1%	-1.9%	4.5%	2.2%	-15.7%	-9.7%	-1.8%
Cc1cc(C(=O)CN2C(=O)NC(C)(c3cccc(Br)c3)C2=O)c(C)n1Cc1ccco1 (stereo not given)	-4.6%	-13.9%	-2.6%	-17.1%	-15.2%	-5.1%	-1.8%	0.3%
Cc1c(/C=N\NC(=O)C2COc3ccc(C(C)(C)C)cc3O2)c2ccccc2n1C (stereo not given)	?	?	3.8%	28.2µM*	-6.8%	3.6%	-13.1%	9.6%
COc1ccc2cc(CN(C(=O)Nc3ccccc3)C3CCCC3)c(=O)[nH]c2c1	6.8%	-14.2%	1.8%	-4.0%	0.4%	-3.7%	?	1.1%
OC(c1ccccc1)(c1ccc(F)cc1)C(c1ccccc1)N1CCOCC1 (stereo not given)	-5.4%	-29.4%	0.3%	-6.6%	-0.5%	0.1%	10.3%	4.8%
S=C(Nc1ccccn1)c1ccccn1	7.9%	20µM*	-0.2%&-2.4%	1.5%	12.6µM*	7.5%&2.5%	3.55µM*	-24.0%&-15.8%
O=C1N(Cc2ccc(F)cc2Cl)c2ccccc2C12OCCCO2	15.3%	-6.4%	-2.7%	-15.0%	-4.2%	1.3%	-12.7%	10.4%
CCOC(=O)c1cc(CC)sc1NC(=O)c1ccc2c(c1)OCCO2	12.0%	13.4%	-0.7%	i	?	4.2%	?	-10.4%
COC(=O)CSc1cc(C(F)(F)F)nc(-c2ccccn2)n1	4.7%	-18.3%	0.6%	-2.4%	9.0%	3.1%	11.2%	1.7%
O=S(Cc1ccc(Br)cc1)Cc1nnc(SCc2ccc(Cl)cc2)n1-c1ccccc1 (stereo not given)	?	-43.4%[inhibitor]	-7.3%	-16.1%	-1.4%	7.3%	-5.8%	-1.9%
NC(=O)NC(CC(=O)OCC(=O)NC(=O)NCc1ccco1)c1ccc(Cl)cc1 (stereo not given)	0.2%	-8.4%	2.3%	-6.2%	-7.6%	4.8%	-0.8%	1.7%
CC12CCC(C(=O)N(c3ccccc3Cl)C1=O)C2(C)C (stereo not given)	-5.3%	-12.6%[1.84 µM]	-0.3%	-5.4%	5.4%	-7.4%	3.1%	0.8%
Cc1ccc(SC(c2ccc(C)cc2)C(Cn2cncn2)C(=O)c2ccccc2)cc1 (stereo not given)	1.5%	-8.1%	-10.2%	-5.5%	0.5%	-1.8%	-1.0%	7.3%
Cc1cccc(NC(=O)Cn2c(/C=C/c3ccccc3)nc3ccccc32)c1	-3.8%	.	-1.4%	2.1%	?	-3.6%	?	.
Cc1cccc(C2NS(=O)(=O)N=C2N)c1 (stereo not given)	5.3%	12.3%	-3.2%	-9.2%	0.3%	-1.4%	13.4%	3.2%
COc1ccc(Br)cc1/C=N/N1CCN(Cc2ccccc2)CC1	.	.	-1.3%	-6.8%	-3.1%	4.0%	.	-1.4%
COC(=O)Cc1c(C)c2ccc(OCC(=O)NCc3ccc4c(c3)OCO4)cc2oc1=O	-2.3%	6.0%	-2.6%	19.3%	?	-4.4%	?	5.8%
O=C(Cn1c(=O)oc2ccccc21)Nc1nc(-c2ccccc2)cs1	-0.7%	-25.7%	-1.6%	-1.7%	4.4%	3.6%	-0.5%	1.2%
O=C(NCc1ccc(F)cc1)C(C(=O)NCc1ccc(F)cc1)c1ncc(C(F)(F)F)cc1Cl	.	0.3%	0.4%	i	3.3%	-6.2%	4.0%	6.5%
COC(=O)C1C(=O)c2c([nH]c(C(=O)OCC3CCCO3)c2C)CC1C (stereo not given)	-5.8%	?	-0.4%	-10.5%	1.0%	-7.9%	?	2.1%
c1ccc(C2=Nn3c(nnc3-c3ccccn3)SC2)cc1	4.8%	-21.0%	-0.8%	-5.6%	2.5%	-3.7%	0.0%	6.4%
COCC(C)NCc1ccc(C)cc1C (stereo not given)	-12.9%	7.9%	-5.1%	-2.3%	?	-11.0%	?	-0.8%
O=c1c(N2CCOCC2)c(N2CCOCC2)c1=O	.	.	-3.2%	-13.9%	-0.1%	-6.1%	.	-21.8%
CCCc1cc(C(=O)OC)c(NC(=O)c2cc(C)on2)s1	5.2%	0.6%	2.7%	i	334.8%[activator]	-16.0%	8.7%	0.8%
CCOC(=O)CC(=O)CSc1nc2ccccc2c(=O)n1-c1ccc(C(=O)N2CCOCC2)cc1	2.4%[0.0737 µM]	0.5%	4.7%	i	-9.6%	0.1%	-9.8%	10.2%
COCCNC(=O)C(c1ccc(C)o1)N(C(=O)c1snc(C(N)=O)c1N)c1cc(C)cc(C)c1 (stereo not given)	?	11.5%	3.5%	-1.7%	?	4.4%	-7.6%	3.0%
CC1=C(OC(=O)c2ccc(Br)cc2)C(C)(C)C(c2ccccc2)OC1=O (stereo not given)	9.2%	-3.9%	-2.3%	-3.9%	-21.4%	-8.7%	-14.6%	-10.8%
O=C(NNc1cccc(Cl)n1)c1cccnc1Cl	-1.9%	14.1%	-1.5%	i	19.7%	1.6%	13.2%	9.3%
COCCn1c(-c2ccc(Br)cc2)csc1=Nc1cccnc1	?	-38.5%[inhibitor]	-0.1%	i	6.1%	-11.4%	?	7.7%
O=S(=O)(NCC1CCCO1)c1cccc(S(=O)(=O)N2CCCC2)c1 (stereo not given)	9.1%	-5.8%	1.4%	-11.9%	-0.3%	-8.3%	?	7.9%
COC(=O)C1=C(NC(=O)c2ccccc2[N+](=O)[O-])CCS1	.	-13.2%	-2.1%	0.6%	0.9%	-6.0%	2.6%	9.8%
COc1ccc(-n2cc(-c3ccc(OC)c(OC)c3)[nH]c2=S)cc1	3.9%[46 µM]	4.0%	0.4%	i	-8.1%	3.8%	?	0.6%
COCCNC(=O)c1cc2nc3c(c(C(F)(F)F)n2n1)CCc1ccccc1-3	.	-15.2%	-1.9%	6.1%	?	8.9%	-4.0%	8.5%
CC(C)(C)NS(=O)(=O)c1ccc(N2C(=O)c3ccccc3C2=O)cc1	27.1%	-1.5%	-4.5%	-12.5%	6.8%	7.2%	2.1%	8.4%
COc1ccc2nc(SCC(=O)O)nc(C)c2c1	7.7%	35.5%	-4.6%	-10.9%	2.2%	9.1%	?	1.1%
Cc1cc(C)n(-c2ccc(C(=O)OCC(=O)c3c(N)n(C)c(=O)n(C)c3=O)cc2)n1	5.7%	-16.6%	1.6%	i	-6.4%	-12.2%	5.0%	5.4%
COC(=O)C1=C(C(=O)OC)[C@@H]2N(C)c3ccc(OC)cc3[C@@]23C[C@@H](C(=O)OC)N=C3N1	6.4%[9.22 µM]	-1.0%[9.22 µM]	-1.5%[11.2 µM]	0.8%[11.5 µM]	7.7%[11.4 µM]	5.9%[11.2 µM]	9.5%[13.5 µM]	6.3%[14.2 µM]
CCc1ccccc1NC(=O)c1cccs1	4.7%	.	-8.0%	i	-0.3%	-0.2%	25.1µM*	.
CC(NC(=O)Cc1ccccc1)C(c1ccccc1)N1CCOCC1 (stereo not given)	?	10.0%	-1.8%	-7.3%	1.6%	7.7%	-1.8%	4.8%
C=CCC(C)(NCc1ccccc1)c1ccc(C)cc1 (stereo not given)	-13.9%	-3.7%	-1.3%	3.9%	-4.6%	-8.0%	-1.7%	6.1%
Cc1cc(/C=C2\C(=N)N3N=C(CC(=O)N4CCOCC4)SC3=NC2=O)c(C)n1Cc1ccccc1	.	.	-0.7%	-8.9%	?	-0.1%	.	10.1%
COc1cccc(CNC(=O)C2CCN(S(=O)(=O)c3ccccc3)CC2)c1	4.7%	-3.3%	3.6%	-3.7%	-1.1%	3.5%	2.8%	4.6%
CCN(CC(=O)Nc1ccccc1OC)CC(=O)Nc1c(Cl)ccc(C)c1Cl	?	-8.9%	-2.3%	-14.8%	-6.1%	2.1%	4.6%	1.5%
Cc1[nH]c2ccccc2c1/C=N/NC(=O)c1cccc(S(=O)(=O)Nc2cccc(C(F)(F)F)c2)c1	?	4.6%	-2.9%	i	?	6.7%	3.5%	2.8%
COC(=O)N1[C@H]2CC[C@@]3(C)C=C(C)O[C@]1(C)C3c1ccccc12	.	0.4%	0.6%	-4.5%	13.9%	-3.5%	18.9%	-4.9%

Assay outcomes as filed in PubChem.
